Compound activity as filed in PubChem.
BLM helicase inh = blocks DNA unwinding by human BLM helicase | P54132 | recombinant BLM DNA unwinding, fluorescence dequenching | Potency, µM (doses to about 56.1 µM), for the others: at the highest dose activity change, negative = inhibition, most hits filed as inhibitors | 350,000 tested, 0.2% active | AID 2528;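 further: potency means the concentration at half of the fitted maximal effect; plate controls were vehicle for no effect and no enzyme for full effect; nearly all actives have a fitted effect of over 35% in size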
POLI inh = inhibitors of human DNA polymerase iota; Q9UNA4; Pol iota fluorescent replication assay, 10 min; Potency, µM (doses to about 115 µM), for the others: top-dose activity, negative = inhibition, most hits filed as inhibitors; 390,000 tested, 1% active; AID 588590; further: potency means the concentration at half of the fitted maximal effect
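Pol iota at 10 nM preincubated 15 min with compounds at room temperature; reaction started with fluorescent substrate, 50 nM final. Fluorescence read kinetically at 0 and 10 min; buffer-only wells as negative control.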
POLH inh = DNA polymerase eta (human) inhibition. recombinant Pol eta, fluorescent DNA replication assay. 390,000 tested, 1.2% active. Potency, µM (top dose mostly 114 µM), without a hit: at the highest dose activity change, negative = inhibition, hits mostly inhibitors; further: potency means the concentration at half of the fitted maximal effect; on the % scale 0 is the no-effect control and ±100 the full control effect
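Pol eta (10 nM) was preincubated with compounds for 15 min at room temperature, after which fluorescent replication substrate (50 nM final) was added to start the reaction. Fluorescence was read kinetically at 0 and 10 min.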
Pol kappa inh = inhibitors of human DNA polymerase kappa. 400,000 tested, 0.53% active. purified Pol kappa, fluorescent DNA synthesis assay, 10 min. AID 588579. Potency, µM (series often up to 107 µM), inactives show at the highest dose activity, negative = inhibition, most hits filed as inhibitors; further: potency means the concentration at half of the fitted maximal effect; on the % scale 0 is the no-effect control and ±100 the full control effect
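10 nM Pol kappa preincubated 15 min at room temperature with compounds, then reaction started with substrate at 50 nM final. Fluorescence read kinetically at 0 and 10 min; buffer-only wells served as negative control.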
RXFP1 antagonist = blocks the human relaxin receptor RXFP1. Q9HBX9. 350,000 tested, 0.59% active. activity change, negative = inhibition, % at 57.5 µM. HEK293-RXFP1, relaxin-stimulated cAMP HTRF, 30 min; stronger effect = lower value;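 active means activity change of -60% or lower, but not beyond a set lower limit; inconclusive means change between -60% and -40%, or beyond the set limit; inactive means change above -40%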; further: on the % scale 0 is the no-effect control and ±100 the full control effect
Target sequence (Q9HBX9 whole entry, looked up): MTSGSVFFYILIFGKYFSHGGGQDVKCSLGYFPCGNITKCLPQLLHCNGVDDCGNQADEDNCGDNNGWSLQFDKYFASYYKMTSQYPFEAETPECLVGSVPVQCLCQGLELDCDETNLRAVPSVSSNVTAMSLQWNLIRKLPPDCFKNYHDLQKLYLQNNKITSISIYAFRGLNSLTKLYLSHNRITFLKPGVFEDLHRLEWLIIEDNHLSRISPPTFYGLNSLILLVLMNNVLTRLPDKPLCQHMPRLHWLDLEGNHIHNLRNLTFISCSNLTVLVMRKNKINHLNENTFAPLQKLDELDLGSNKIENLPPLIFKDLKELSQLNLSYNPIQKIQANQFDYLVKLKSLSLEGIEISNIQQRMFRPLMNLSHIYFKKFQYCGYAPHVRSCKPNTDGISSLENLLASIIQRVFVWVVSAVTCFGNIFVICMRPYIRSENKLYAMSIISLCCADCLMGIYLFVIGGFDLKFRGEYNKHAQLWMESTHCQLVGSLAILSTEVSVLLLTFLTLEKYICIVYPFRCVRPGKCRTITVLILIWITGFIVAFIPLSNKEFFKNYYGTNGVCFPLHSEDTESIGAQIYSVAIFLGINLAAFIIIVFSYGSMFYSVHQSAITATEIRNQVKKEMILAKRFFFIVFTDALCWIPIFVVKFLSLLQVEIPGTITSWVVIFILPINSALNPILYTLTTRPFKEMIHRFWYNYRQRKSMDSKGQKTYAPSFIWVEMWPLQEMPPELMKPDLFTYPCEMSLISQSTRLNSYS
APE1 inh = inhibitors of human APE1 endonuclease | P27695 | recombinant APE1, TAMRA/BHQ-2 abasic DNA cleavage fluorescence | Potency, µM (highest dose often 65.8 µM), without a hit: at the highest dose activity change, negative = inhibition, most hits filed as inhibitors | 350,000 tested, 0.35% active | AID 2517;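 further: potency means the concentration at half of the fitted maximal effect; plate controls were vehicle for no effect and reference inhibitor for full effect; nearly all actives have a fitted effect of over 55% in size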
Target sequence (P27695 whole entry, looked up): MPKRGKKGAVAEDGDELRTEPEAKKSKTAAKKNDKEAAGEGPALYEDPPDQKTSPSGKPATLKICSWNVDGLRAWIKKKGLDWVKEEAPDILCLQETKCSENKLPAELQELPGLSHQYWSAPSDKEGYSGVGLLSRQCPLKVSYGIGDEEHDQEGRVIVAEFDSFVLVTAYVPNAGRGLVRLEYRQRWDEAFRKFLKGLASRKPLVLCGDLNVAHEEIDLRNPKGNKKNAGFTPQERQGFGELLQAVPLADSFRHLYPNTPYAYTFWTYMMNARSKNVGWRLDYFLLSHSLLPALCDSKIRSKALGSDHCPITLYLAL
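Readout is kinetic fluorescence (ex 525, em 598 nm) from cleavage of 50 nM TAMRA/BHQ-2 THF abasic duplex by 0.75 nM APE1, compound added 15 min beforehand at RT.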
Apoferritin bind = binds horse apoferritin like a general anesthetic; Potency, µM (titrated, usually from 77.5 µM), for the others: at the top dose activity change, negative = displacement, most hits filed as inhibitors; AID 485281; apoferritin/1-aminoanthracene competitive binding, fluorescence; 350,000 tested, 0.074% active; further: potency means the concentration at half of the fitted maximal effect; on the % scale 0 is the no-effect control and ±100 the full control effect; nearly all actives have a fitted effect of over 20% in size
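Probe: 1-aminoanthracene (50% saturated, PBS). Protein: horse-spleen apoferritin, 10 uM. Incubation: 10 min, room temperature. Detection: 380 nm excitation, 535 nm emission. Analysis: normalized response, four-parameter Hill.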
Tb PGK inh = T. brucei PGK inhibition. PGK/GAPDH coupled, Kinase-Glo luminescence, 60 min. P07378. 380,000 tested, 0.043% active. Potency, µM (series often up to 57.5 µM), for the others: top-dose activity change, negative = inhibition, usual class: inhibitors; further: potency means the concentration at half of the fitted maximal effect; on the % scale 0 is the no-effect control and ±100 the full control effect; nearly all actives have a fitted effect of over 60% in size
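Luminescent ATP detection (Kinase-Glo Plus) follows a 60-minute room-temperature incubation, with wells lacking PGK as controls. Buffer: 100 mM TEA (pH 7.6), 5 mM MgCl2, 0.01% Tween-20. Coupling enzyme GAPDH (100 nM final) supplies unstable 1,3-BPG in-well.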
Pol beta inh = inhibitors of human DNA polymerase beta | 340,000 tested, 1.3% active | Potency, µM (series often up to 114 µM), for inactives: at the top dose activity change, negative = inhibition, actives largely listed as inhibitors | Pol beta primer extension/strand displacement, fluorescence kinetic | AID 485314; further: potency means the concentration at half of the fitted maximal effect; on the % scale 0 is the no-effect control and ±100 the full control effect
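Curves were derived by four-parameter Hill fits of normalized qHTS data. The kinetic fluorescent primer-extension read was taken at 0 and 10 min after 50 nM substrate, following a 15 min room-temperature preincubation of 10 nM enzyme with compounds.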
The depositor's hits bear a star; i = inactive; ? = inconclusive; . = no result given; & = joins results of further samples; [ ] = dose if it differs, or a comment. Unless noted, the call rests on the fitted dose curve; in most records, active means well fitted curve in the direction sought with a large enough effect; inconclusive means small, poorly fitted or top-dose-only effect, or another doubt; inactive means no such curve, though single readings can be large; an effect the other way counts as inactive or inconclusive. An excerpt; rates above refer to the full screens.

SMILES	BLM helicase inh	POLI inh	POLH inh	Pol kappa inh	RXFP1 antagonist	APE1 inh	Apoferritin bind	Tb PGK inh	Pol beta inh
O=c1oc2ccccc2c(O)c1C(c1ccccn1)c1c(O)c2ccccc2oc1=O	-14.8%	-3.8%	-1.3%	1.6%	-3.2	?	24.9%	i	-7.7%
O=C1/C(=C\c2cc3c(cc2Cl)OCO3)N2CCC1CC2	-0.2%	20.5%	-10.3%	-4.9%	9.3	11.3%	-3.5%	2.2%	5.7%
CC(=O)C1CCC2C3CCC4CC(O)CCC4(C)C3CC(O)C12C (centres undefined)	-7.5%	.	.	-7.7%[60.1 µM]	.	-0.9%	-12.4%	.	.
CCC(C)N1CCN(C(=O)Cc2ccccc2)CC1 (centres undefined)	3.7%	-2.1%	-8.6%	7.1%	0.9	1.5%	-4.8%	-8.5%	-0.6%
CCCc1nc(SC)ncc1C(=O)Nc1ccc(Cl)cc1C(=O)c1ccccc1	-7.7%	-2.2%	-13.9%	-13.3%	-12.5	.	-13.6%	-3.3%	-0.4%
CCOC(=O)CN1C(=O)C2(C(C#N)=C(N)Oc3ccccc32)C(C(=O)OC)=C1C (centres undefined)	3.7%	1.8%	-12.6%	-4.8%	-1.7	-2.4%	-8.3%	-1.1%	45.4%
O=C(c1ccco1)N1CCN(C(=O)c2ccc(COc3ccc(Cl)cc3Cl)o2)CC1	.	?	?	-21.7%	-9.4	.	.	5.3%	.
CCCCN(CC)CCNS(=O)(=O)c1ccc2c(c1)oc(=O)n2C	0.3%	-5.2%	4.5%	-4.9%	-21.8	?	-6.2%	3.3%	1.2%
CCCNC(=O)N1[C@H]2CC[C@@H]1C(C(=O)OC)=C(c1ccc(F)cc1F)C2	.	43.3%[activator]	-13.4%	-1.6%	.	6.7%	.	-10.5%	.
O=c1c2ccccc2nc(-c2ccccc2)n1-c1nccs1	-1.1%	100.8%[activator]	-2.4%	-1.2%	-5.5	-0.2%	0.9%	i	25.2%
CCCCN1C(=O)NC(=O)C2(Cc3c(nc4c(C)cccn4c3=O)N3CCc4ccccc4C32)C1=O (centres undefined)	-7.7%	-5.6%	-2.0%	-20.8%	5.9	2.1%	-6.5%	-8.2%	-29.7%
CN1CCCN(C(=O)COc2ccccc2Br)CC1	-1.2%	17.2%	-1.8%	2.8%	-3.1	1.5%	-8.3%	-7.7%	1.9%

Overlap with the part before: five entries, then new ones.
SMILES	BLM helicase inh	POLI inh	POLH inh	Pol kappa inh	RXFP1 antagonist	APE1 inh	Apoferritin bind	Tb PGK inh	Pol beta inh
CCCCN(CC)CCNS(=O)(=O)c1ccc2c(c1)oc(=O)n2C	0.3%	-5.2%	4.5%	-4.9%	-21.8	?	-6.2%	3.3%	1.2%
CCCNC(=O)N1[C@H]2CC[C@@H]1C(C(=O)OC)=C(c1ccc(F)cc1F)C2	.	43.3%[activator]	-13.4%	-1.6%	.	6.7%	.	-10.5%	.
O=c1c2ccccc2nc(-c2ccccc2)n1-c1nccs1	-1.1%	100.8%[activator]	-2.4%	-1.2%	-5.5	-0.2%	0.9%	i	25.2%
CCCCN1C(=O)NC(=O)C2(Cc3c(nc4c(C)cccn4c3=O)N3CCc4ccccc4C32)C1=O (centres undefined)	-7.7%	-5.6%	-2.0%	-20.8%	5.9	2.1%	-6.5%	-8.2%	-29.7%
CN1CCCN(C(=O)COc2ccccc2Br)CC1	-1.2%	17.2%	-1.8%	2.8%	-3.1	1.5%	-8.3%	-7.7%	1.9%
CCCCn1c(=O)c(C(=O)NCc2ccco2)c(O)c2ccccc21	0.7%	22.2%	-9.9%	-13.7%	-26.6	?	-1.7%	19.0%	-6.0%
CCCCCCCSc1cc(OC)c(CCNC)cc1OC	-1.4%	7.9%	-15.4%	-6.7%	-69.6*	12.6%	?	14.3%	1.3%
O=C1NCCOC(=O)[C@@H](Cc2ccc(F)cc2)CC/C=C/C[C@@H]1CC(=O)N(CCO)Cc1ccccc1	.	3.0%	-3.5%	0.8%	.	-15.9%	.	-2.0%	.
C=CCN1CCC23c4c5ccc(O)c4O[C@H]2C(=O)CC[C@@]3(O)C1C5 (some centres undefined)	6.5%	4.1%[58.9 µM]	-3.0%[57.1 µM]	-9.4%[60.1 µM]	.	0.8%	5.2%	.	16.9%[57.1 µM]
COC(=O)C1=C(c2ccccc2OCc2ccccc2)C[C@@H]2CC[C@H]1N2C(=O)NCc1ccc(C(C)(C)C)cc1	.	44.5%[activator]	-26.4%	-4.3%	.	3.0%	.	-3.7%	.
COC1=C(C)C(=O)C2=C(C1=O)C(CO)N1C(C#N)C3CC4C(C1C2N1CCOC41)N3C (centres undefined)	.	-11.7%	0.0%	-12.0%	-1.3	.	.	-0.7%	.
COC(=O)C1=C(c2ccc(OC)c(OC)c2)C[C@@H]2CC[C@H]1N2C(=O)NCCOc1ccc(OC)cc1	.	-9.4%	-21.2%	9.7%	.	16.9%	.	-1.9%	.
CC(Cc1ccccc1)NC(=O)Cc1ccc([N+](=O)[O-])cc1 (centres undefined)	-2.3%	17.1%	-13.7%	1.5%	-5.3	59.5%[activator]	3.4%	-2.5%	-0.2%
CCCCC/C=C\C/C=C\C/C=C\CCCCCCC(=O)NCCO	-2.3%&-2.7%	.	.	5.7%[19.4 µM]	.	-7.9%&-0.3%&0.4%	-11.3%	.	.
c1cncc(C2CC(c3cccs3)n3ncnc3N2)c1 (centres undefined)	-9.9%	0.8%	-6.4%	-5.1%	15.2	-2.1%	-9.4%	0.6%	0.0%
Nc1ccc(CCN2CCCC2)cc1	4.1%	19.9%	-16.4%	-8.1%	-1.7	26.9%	-8.4%	-5.8%	21.9%
O=c1[nH]c(O)c(N=Nc2ccc3c(c2)OCCO3)c(=O)[nH]1	-5.1%	18.6%	-7.4%	-0.7%	-11.9	-1.1%	-6.5%	-7.5%	-2.7%
N#CC1c2ccccc2-n2nncc2CN1S(=O)(=O)c1ccccc1 (centres undefined)	.	-6.9%	-9.3%	-12.7%	.	.	.	6.4%	.
CN(C)C1(c2nnnn2-c2ccc(Cl)cc2)CCCCC1	0.8%	10.3%	-1.7%	0.2%	.	-1.4%	-17.0%	i	16.7%
OC[C@@H]1O[C@H](OC2[C@@H](O)[C@@H](O)[C@@H](O)O[C@@H]2CO)[C@H](O)[C@@H](O)[C@@H]1OC1O[C@H](CO)[C@@H](O)[C@H](O)[C@@H]1O (some centres undefined)	6.1%	.	.	15.7%[60.1 µM]	.	5.5%	5.9%	.	.
CN(C)c1ccc(C(=O)c2ccc(N(C)C)cc2)cc1	-3.7%	9.3%	-14.8%	-18.9%	8.0	1.9%	-12.3%	-0.5%	6.5%
CCOP(=S)(OCC)Oc1ccc(Cl)cc1Cl	-4.6%	.	.	11.4%[60.1 µM]	.	2.2%	4.0%	.	.
Clc1ccc(OCCCN2CCCC2)cc1Cl	2.0%	67.5%[activator]	-16.5%	-0.2%	-10.9	-2.0%	-10.6%	-0.5%	4.8%
N#C[C@H](O[C@@H]1O[C@H](CO[C@@H]2O[C@H](CO)[C@@H](O)[C@H](O)[C@H]2O)[C@@H](O)[C@H](O)[C@H]1O)c1ccccc1	.	-8.8%	-13.4%	14.9%	.	14.8%	.	-11.1%	.
O=C1CC(c2cccnc2)=NN1c1ccccc1	0.3%	65.4%[activator]	-17.1%	-5.5%	-34.7	-4.5%	-3.6%	-6.0%	-6.1%
CCCC1(CCC)C(=O)NC(=Nc2ccccc2)NC1=O	2.9%	10.6%	9.6%	-16.1%	14.6	1.2%	-12.2%	.	11.9%
C[C@]12CCC3C(CC[C@H]4C[C@@H](O)CC[C@]34C)C1CCC2=O (some centres undefined)	.	-11.4%	-4.2%	-7.0%	-8.5	6.6%	.	-1.6%	.
NP(=O)(OCCCc1ccccc1)c1ccccc1 (centres undefined)	1.1%	2.4%	-2.0%	-1.3%	.	38.6%	-5.2%	i	0.1%
CC(C)OC(=O)C1C2c3ccccc3C(c3ccccc32)C1C(=O)O (centres undefined)	-8.4%	-4.1%	-2.3%	-19.5%	3.9	0.6%	-0.7%	4.0%	-1.0%
CCN(CC)C(=O)C(C)Oc1cccc2ccccc12 (centres undefined)	-0.8%	.	.	14.6%[60.1 µM]	.	-6.6%	-2.5%	.	.
COc1ccc2[nH]c(C)c(CCNCc3cn(C)c4ccccc34)c2c1	.	15.0%	-20.2%	-7.1%	-23.0	-3.1%	.	i	.
O=C1NC(=O)C2(Cc3ccccc3N3CCCC32)C(=O)N1c1ccc(Cl)cc1 (centres undefined)	-1.2%	?	?	?	-6.2	-5.8%	?	-2.7%	-0.3%
COc1c(/C=C2/C(=O)NC(=O)N(C)C2=O)c(CCN(C)C(=O)c2ccccc2)cc2c1OCO2	1.5%	?	-5.4%	-5.7%	.	2.8%	-17.6%	i	3.7%
O=C1Nc2cc(C(=O)N3CCC4(CC3)OCCO4)ccc2NC1CSCc1cccc(F)c1 (centres undefined)	-11.7%	.	.	.	.	57.3%[activator]	-2.5%	.	28.3%
CCOc1ccc(-c2nc3ccc(-c4nc5ccc(N6CCN(C)CC6)cc5[nH]4)cc3[nH]2)cc1	?	.	.	0.299µM*	.	12.5%	-15.1%&3.5%	.	.
O=P(/C(=N/O)N1CCCCC1)(N1CCOCC1)N1CCOCC1	-2.5%	-9.8%	-13.5%	0.6%	2.0	-6.5%	-6.2%	-5.8%	22.1%
Cn1c(O)c(C=Nc2cccc(C(F)(F)F)c2)c(=O)n(C)c1=O	-1.0%	-20.3%	-12.0%	5.9%	1.7	48.6%[activator]	-4.1%	-1.3%	17.5%
COc1ccccc1N1CCN(Cc2ccccc2Cl)CC1	-1.8%	-4.5%	4.7%	-9.9%	20.3	0.3%	-8.2%	4.2%	21.9%
CN1CCc2nc(SCc3ccccc3Br)c(C#N)cc2C1	-6.8%	20.5%	-9.7%	0.3%	5.7	?	?	i	38.4%
CN1C(=O)CN=C(c2ccccc2)c2cc(Cl)ccc21	-8.8%	.	.	.	14.9	-1.3%	-4.9%	.	-1.9%
